Compound activity: PubChem, The Scripps Research Institute Molecular Screening Center
V1aR counter: V1a receptor agonism, counter-screen for OXTR agonists; P37288; CHO-V1R cells, Fluo-8 calcium fluorescence, agonist mode; 0% DMSO, 100% 3 nM vasopressin; activation, % at 3 µM; 320,000 tested, 0.25% active; AID 2797;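 active means activation above the mean activation of all tested compounds plus 3 SD, per screening run, cut at about 20% in these data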;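 further: signal is peak over basal fluorescence ratio across a 100 second FLIPR read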
Target sequence (P37288 whole entry, looked up): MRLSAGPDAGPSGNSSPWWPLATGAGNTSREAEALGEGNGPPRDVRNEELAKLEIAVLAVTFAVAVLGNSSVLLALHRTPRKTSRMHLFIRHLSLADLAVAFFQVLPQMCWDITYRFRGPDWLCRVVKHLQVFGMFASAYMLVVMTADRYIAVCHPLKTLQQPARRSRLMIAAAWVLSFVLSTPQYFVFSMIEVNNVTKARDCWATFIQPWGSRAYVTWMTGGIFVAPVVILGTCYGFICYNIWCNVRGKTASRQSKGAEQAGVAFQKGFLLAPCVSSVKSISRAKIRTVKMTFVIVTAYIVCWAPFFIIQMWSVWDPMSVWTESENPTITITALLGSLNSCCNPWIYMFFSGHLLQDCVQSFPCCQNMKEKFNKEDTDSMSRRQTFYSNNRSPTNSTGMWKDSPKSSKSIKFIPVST
TAAR1 antag: human TAAR1 antagonism | inhibition, % at 3 µM | 360,000 tested, 1.5% active | Q96RJ0 | CHO RD-HGA16 TAAR1, Fluo-8 calcium fluorescence, antagonist | AID 624466;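 active means inhibition above a per-plate cutoff, the mean inhibition of test compounds on that plate plus 3 SD, cut at about 49% in these data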;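 further: 0% = DMSO plus EC80 beta-PEA response and 100% = DMSO alone without agonist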
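test system = CHO RD-HGA16 cells bearing hTAAR1 | replication = singlicate | controls = DMSO-only wells and EC80 β-PEA-stimulated wells | reagent = EC80 β-phenethylamine stimulus | read-out basis = percent inhibition of PEA-evoked calcium signal, max/basal emission ratio | schedule = seeding 17-24 h prior, 75-min 37 °C, 30-min RT dye loading | signal = kinetic Fluo-8 calcium fluorescence measurement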
M1 ag: human M1 muscarinic receptor agonism. CHO-K1 hM1, Fluo-8 calcium fluorescence, agonist mode; 0% DMSO, 100% acetylcholine EC100. 360,000 tested, 0.33% active. activation, % at 3 µM. AID 588814. P11229;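 active means activation above the run's mean compound activation plus 3 SD, cut at about 16% in these data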;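 further: peak over basal fluorescence ratio within a 140 s kinetic read after compound addition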
Target sequence (P11229 whole entry, looked up): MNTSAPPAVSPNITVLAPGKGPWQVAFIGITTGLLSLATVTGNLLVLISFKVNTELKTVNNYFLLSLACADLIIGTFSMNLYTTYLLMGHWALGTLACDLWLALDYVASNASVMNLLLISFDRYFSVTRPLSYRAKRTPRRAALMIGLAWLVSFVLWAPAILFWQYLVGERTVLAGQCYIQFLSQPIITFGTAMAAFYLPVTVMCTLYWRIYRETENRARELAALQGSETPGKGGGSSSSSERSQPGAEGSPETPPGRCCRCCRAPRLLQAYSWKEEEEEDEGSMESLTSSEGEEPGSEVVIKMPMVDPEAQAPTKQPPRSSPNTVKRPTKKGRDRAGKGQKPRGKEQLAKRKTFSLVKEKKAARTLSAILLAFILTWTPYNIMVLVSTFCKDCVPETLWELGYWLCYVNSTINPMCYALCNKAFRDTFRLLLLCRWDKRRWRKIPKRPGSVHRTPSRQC
M1 PAM parental: nonselective activator or artifact in parental CHO-K1 calcium assay; activation, % at 3 µM; AID 602247; ATP EC20, Fluo-8 calcium fluorescence; 0% at ATP EC20, 100% at ATP max; 360,000 tested, 0.02% active;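 active means activation above the run cutoff, the mean activation of all test compounds plus 3 SD, cut at about 40% in these data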;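 further: peak over basal fluorescence ratio in a 140 s read after ATP addition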
TAAR1 agonist: human TAAR1 agonism; Q96RJ0; activation, % at 3 µM; AID 624467; CHO RD-HGA16 TAAR1, Fluo-8 calcium fluorescence; vehicle wells 0%, saturating PEA agonist 100%; 360,000 tested, 0.99% active;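 active means activation above the mean activation of all test compounds in the run plus 3 SD, cut at about 38% in these data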
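System: CHO-derived RD-HGA16 cells with stable Gα16 and human TAAR1 / Times: 17-24 h plating, Fluo-8 75 min 37 °C, 30 min RT / Technique: calcium-sensitive Fluo-8 signal, excitation 470-495, emission 515-575 nm / Measure: % activation relative to PEA EC100 response / Benchmarks: DMSO and PEA EC100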
OXTR potentiator: potentiators of human oxytocin receptor; P30559; CHO-OTR cells, Fluo-8 calcium fluorescence, potentiator mode; 0% = oxytocin EC15, 100% = EC100; activation, % at 3 µM; 320,000 tested, 0.061% active; AID 2445;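 active means activation above that plate's cutoff, the mean activation of tested compounds plus 3 SD, cut at about 6.6% in these data, passing the limit was not always enough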;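 further: 100% uses oxytocin at 75 nM as the full agonist control; some results filed as inactive read as strong as hits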
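Assay system: CHO cell line stably expressing human OTR | Also added: Oxytocin at about EC15, sub-maximal agonist stimulus | Times: Compound 6 min at room temperature before oxytocin, 100 s read | Measured by: Fluo-8 intracellular calcium fluorescence, ex 470-495, em 515-575 nm | Controls: EC15 oxytocin alone as 0%, 75 nM oxytocin as 100%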
CHO-K1 Ca ag: counter-screen for M1 agonists: effect in parental CHO-K1 cells; Fluo-8 calcium fluorescence; scaled to maximal ATP response, vehicle zero; activation, % at 3 µM; 360,000 tested, 0.48% active; in the data active means activation above about 15%;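 further: untransfected CHO-K1 host cells lacking M1 receptor as counterscreen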
CHO parental Ca: counter-screen: ATP calcium response change in parental CHO cells; 330,000 tested, 0.63% active; AID 463079; parental CHO-K1, ATP-induced calcium, Fluo-8 fluorescence; inhibition, % at 5.6 µM;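 active means inhibition above that plate's mean sample inhibition plus 3 SD, cut at about 26% in these data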;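 further: 0% = ATP-challenged DMSO wells and 100% = DMSO wells without ATP; some compounds past the cut are filed as inactive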
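Test system: untransfected parental CHO cell line; also added: ATP stimulus; dosing: 5.6 µM, single dose; signal: calcium-sensitive Fluo-8 fluorescence; measure: percent inhibition of ATP-evoked calcium rise, normalized to controls; benchmarks: low control ATP plus DMSO, high control DMSO only; replication: one well per compound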
CHO-K1 Ca antag: M1 antagonist counterscreen hit in parental CHO-K1 cells | ATP-induced calcium, Fluo-8 fluorescence | inhibition, % at 3 µM | 360,000 tested, 0.6% active | AID 602250;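 active means inhibition above a per-plate cutoff, the plate's mean sample inhibition plus 3 SD, cut at about 24% in these data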;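 further: 0% = DMSO plus EC80 ATP and 100% = DMSO alone without ATP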
Active calls of the source: *; / = no result given.

no.	canonical_smiles	TAAR1 agonist	OXTR potentiator	M1 ag	TAAR1 antag	CHO parental Ca	CHO-K1 Ca antag	CHO-K1 Ca ag	M1 PAM parental	V1aR counter
1	COc1ccc(C(NC(=O)C(C)C)c2ccc3cccnc3c2O)cc1 (configuration not stated)	0	-1	0	-25	-16	-20	0.8	20	0.5
2	CCN(CC)S(=O)(=O)c1ccc(-c2cc(C(=O)OC)sc2C(F)(F)F)cc1	0	-13	-4	2	-15	5	0.2	-2	-0.4
3	CC(Sc1nnnn1C1CC1)C(=O)N1CC(=O)Nc2ccccc21 (configuration not stated)	0	-4	-5	1	0	-15	0.3	11	-0.1
4	O=[N+]([O-])c1ccc(N2CCCC2)cc1NC(c1ccccc1)c1ccccc1	13	-14	-2	-11	-17	8	0.2	-3	-0.1
5	O=C(COC(=O)c1ccccc1NC(=O)c1ccco1)Nc1ncc(Cl)cc1Cl	3	-10	-1	19	-18	-7	0.8	7	-1.3
6	CCC(=O)Nc1ccc(SC#N)cc1C	1	1	-6	0	-2	-19	1.0	11	1.3
7	O=C(CCCCCNC(=O)N1CCn2c1nc1ccccc12)NCc1ccccc1	2	-7	-4	-30	-30	-7	0.7	-5	3.6
8	CC(=O)N(Cc1ccccn1)Cc1ccco1	1	-11	-3	-29	-14	-7	-0.1	1	-1.9
9	CCOC(=O)c1[nH]c2ccccc2c1NC(=O)C1CCCC1	-1	0	-3	-22	-9	4	0.0	-6	-0.5
10	O=C(Nc1ccc(Cl)c(Cl)c1)Nc1ccon1	23	-16	4	14	13	20	11	-20	11
11	O=C(c1cccc(OCc2ccccc2)c1)N1CCOCC1	/	1	-2	/	-8	-14	1.6	15	-0.3
12	COc1ccc(CN2CCN(Cc3cccn3-c3ncccn3)CC2CCO)c(C)c1C (configuration not stated)	2	-6	-13	-9	-14	-1	-0.4	8	-0.6
13	CC(C)[C@H](NC(=O)CCn1nnc2ccccc2c1=O)C(=O)O	2	-8	-3	-1	0	-12	-0.3	18	-0.1
14	CCOC(=O)c1ccc(NC(=O)Nc2ccc3c(c2)OCCO3)cc1	19	-4	4	38	-2	18	6.5	0	10
15	CCn1c(Cn2nnc(-c3ccccc3)n2)nnc1SCC(=O)Nc1ccccc1	1	-4	-2	10	-17	5	0.9	-6	5.7
16	CCn1c(=NC(=O)c2ccc(S(=O)(=O)N3CCOCC3)cc2)sc2cccc(OC)c21	7	-7	-4	38	1	-2	0.3	12	0.2
17	COc1ccc(C2CC(C(F)(F)F)n3ncc(C(=O)NCc4cccnc4)c3N2)cc1OC (configuration not stated)	13	1	-4	0	-24	-10	0.3	23	-1.1
18	COc1cccc(/C=N/NC(=O)c2ccc(=O)[nH]n2)c1O	0	2	-2	-10	-3	-15	0.9	10	0.1
19	OC1(c2cccc(C(F)(F)F)c2)CCN(CCN2CCCCC2)CC1	1	0	-8	-30	-1	1	0.5	6	0.0
20	COc1ccc(-c2n[nH]c(C)c2-c2cscn2)c(O)c1	0	-6	-3	2	-9	-6	0.5	3	2.3
21	Cc1cccc(OCC(=O)OCC(=O)N2CCN(C(=O)c3ccco3)CC2)c1C	0	-5	-3	-6	-1	-1	0.1	-2	0.3
22	C/C(=N/NC(=O)CNC(=O)COc1cccc(C)c1)c1ccco1	0	-8	0	-18	-14	-7	4.4	12	1.2
23	COc1ccc(NC(=O)C2CCC(C(C)(C)C)CC2)cc1S(=O)(=O)N1CCOCC1 (configuration not stated)	1	6	5	15	-34	-1	-0.3	1	0.5
24	c1ccc(-c2ccc(-c3ccncn3)cc2)cc1	5	-8	-2	-6	-16	-21	0.3	24	-0.1
25	CCOc1ccc(NC(=O)CSc2nncc(=O)n2N)cc1	0	-12	-4	-7	-16	-5	0.0	10	-0.4
26	COc1ccc(NC2CCCN(C(=O)c3cccc(C(F)(F)F)c3)C2)cc1OC (configuration not stated)	3	-6	-1	-21	-26	-16	1.9	7	2.9
27	COCC(=O)OC/C(O)=C(\C#N)c1nc2ccccc2[nH]1	1	2	-3	-6	0	-12	1.0	17	0.1
28	O=C(N/N=C/c1cccnc1)c1ccccc1Br	13	/	-4	-3	/	2	-0.5	14	/
29	O=C(CNC(=O)c1cccs1)Nc1ccc2c(c1)OCCO2	4	-1	-2	-9	-12	0	0.7	-7	0.3
30	CCOC(=O)c1ccc(N=c2ssnc2Cl)cc1	35	/	3	27	/	-2	4.8	10	/
31	CC(C)CN1C(=O)C(=O)N(CC(=O)NC(C)CCc2ccccc2)C1=O (configuration not stated)	1	/	-1	-2	/	-6	0.1	15	/
32	CCc1nc2ccc(C(=O)Nc3cccc(OC)c3)cn2c1N(CC)CCOC	3	/	-5	3	/	9	3.3	6	/
33	Cc1c(NC(=O)CSc2ccccc2Cl)c(=O)n(-c2ccccc2)n1C	0	-10	-9	13	-10	-12	0.9	25	-0.1
34	COc1ccc(Cl)cc1NC(=O)CSc1nnc(CNC(=O)c2ccco2)o1	25	-3	5	-21	-11	4	0.3	12	1.1
35	Cc1ccc2[nH]c(=O)c(COC(=O)C3CCCO3)cc2c1 (configuration not stated)	7	-8	-1	-10	-11	19	-0.6	-11	-0.1
36	CCc1c(C)nc2ncnn2c1N1CCCC(C(=O)Nc2ccc(NC(C)=O)cc2)C1 (configuration not stated)	7	-8	2	5	0	3	-0.3	9	-0.3
37	CC(=O)c1cccc(CN2CCC(n3nccc3NC(=O)CCCc3ccccc3)CC2)c1	6	-6	-4	-24	-15	-1	3.4	5	0.0
38	Cc1nnc(SCC(=O)N2CCCC2)n(N)c1=O	4	-1	0	-11	-4	-6	0.4	-11	0.4
39	CCOC(=O)c1c(C)noc1-c1ccco1	9	-4	-2	-34	-12	-9	-0.3	13	-0.5
40	S=C(Nc1ccc2c(c1)OCCO2)Nc1ccccc1Cl	1	/	-3	-1	/	9	0.3	-17	/

Some of the entries so far, with two lines to a compound:
Below each SMILES: TAAR1 agonist, OXTR potentiator, M1 ag, TAAR1 antag, CHO parental Ca, CHO-K1 Ca antag, CHO-K1 Ca ag, M1 PAM parental, V1aR counter
1. COc1ccc(C(NC(=O)C(C)C)c2ccc3cccnc3c2O)cc1 (configuration not stated)
  0, -1, 0, -25, -16, -20, 0.8, 20, 0.5
2. CCN(CC)S(=O)(=O)c1ccc(-c2cc(C(=O)OC)sc2C(F)(F)F)cc1
  0, -13, -4, 2, -15, 5, 0.2, -2, -0.4
3. CC(Sc1nnnn1C1CC1)C(=O)N1CC(=O)Nc2ccccc21 (configuration not stated)
  0, -4, -5, 1, 0, -15, 0.3, 11, -0.1
4. O=[N+]([O-])c1ccc(N2CCCC2)cc1NC(c1ccccc1)c1ccccc1
  13, -14, -2, -11, -17, 8, 0.2, -3, -0.1
5. O=C(COC(=O)c1ccccc1NC(=O)c1ccco1)Nc1ncc(Cl)cc1Cl
  3, -10, -1, 19, -18, -7, 0.8, 7, -1.3
6. CCC(=O)Nc1ccc(SC#N)cc1C
  1, 1, -6, 0, -2, -19, 1.0, 11, 1.3
7. O=C(CCCCCNC(=O)N1CCn2c1nc1ccccc12)NCc1ccccc1
  2, -7, -4, -30, -30, -7, 0.7, -5, 3.6
8. CC(=O)N(Cc1ccccn1)Cc1ccco1
  1, -11, -3, -29, -14, -7, -0.1, 1, -1.9
9. CCOC(=O)c1[nH]c2ccccc2c1NC(=O)C1CCCC1
  -1, 0, -3, -22, -9, 4, 0.0, -6, -0.5
10. O=C(Nc1ccc(Cl)c(Cl)c1)Nc1ccon1
  23, -16, 4, 14, 13, 20, 11, -20, 11
11. O=C(c1cccc(OCc2ccccc2)c1)N1CCOCC1
  /, 1, -2, /, -8, -14, 1.6, 15, -0.3

Carrying on.
no.	canonical_smiles	TAAR1 agonist	OXTR potentiator	M1 ag	TAAR1 antag	CHO parental Ca	CHO-K1 Ca antag	CHO-K1 Ca ag	M1 PAM parental	V1aR counter
41	COc1cccc(CNC(=O)c2ccc(CS(=O)Cc3ccccc3Cl)o2)c1 (configuration not stated)	10	/	-1	16	/	-11	5.0	9	/
42	COc1ccc(S(=O)(=O)N(C)C[C@@H]2OCCCC[C@H](C)Oc3ccc(NC(=O)Nc4ccc(C(F)(F)F)cc4)cc3C(=O)N([C@H](C)CO)C[C@H]2C)cc1	0	/	1	-7	/	20	-0.9	-13	/
43	CC(NS(=O)(=O)CCNC(=O)c1ccccc1)c1ccccc1 (configuration not stated)	1	-3	1	-1	-5	-10	0.9	6	-0.8
44	O=C(Nc1ccc(F)cc1F)c1noc2c1CCC2	/	-4	-3	/	-8	-14	1.9	-6	1.8
45	CCCOC(=O)Nc1c(C)cccc1C(C)C	3	-5	-12	-12	-12	-3	0.0	16	-1.5
46	CC(C)C(NC(=O)c1ccc2c(c1)OCO2)C(=O)N/N=C/c1cccs1 (configuration not stated)	-2	-6	-8	11	-19	-15	-1.0	23	-1.8
47	O=C(Cc1ccc(Cl)cc1Cl)Nc1ccncc1	6	-8	6	20	22	7	10	-4	8.6
48	CC(NC(=O)C1CCCC1)C1CC2CCC1C2 (configuration not stated)	4	6	-7	1	-8	1	-0.1	-6	-0.8
49	O=C(Nc1nc2ccc(Cl)cc2s1)C1CCCO1 (configuration not stated)	-2	-15	-3	-20	-15	-5	0.6	4	3.4
50	Cc1ccc(-n2cccc2/C=C2/C(=N)N3C(=NC2=O)SN=C3S(C)(=O)=O)cc1Cl	-2	-6	0	13	6	21	0.4	-13	-0.1
51	COc1cc(C(=O)N2CCN(c3cccc(C(F)(F)F)c3)CC2)ccc1OCC(=O)N1CCOCC1	7	/	-4	4	/	-6	2.1	-10	/
52	CCOc1ccccc1N(CC(=O)O)S(=O)(=O)c1ccccc1	7	-2	2	11	0	1	-0.2	12	1.5
